HT1080 IDH1KD tx – HT-1080 IDH1 knockdown cell toxicity (counter line); HT-1080 IDH1 knockdown viability, ATP luminescence, 48 h; Potency, µM (series often up to 46.1 µM), inactives show at the top dose activity, negative = toxicity, actives largely listed as cytotoxic; 2% of 360,000 active; AID 686971;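 further: potency means the concentration at half of the fitted maximal effect; 0% = DMSO wells and -100% = cell-free medium wells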
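% activity derives from luminescence (CellTiter-Glo), normalised to DMSO and no-cell wells. HT-1080-IDH1KD cells, 750/well, had 48 h compound exposure at 37 °C.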
KB-3-1 cytotox – KB-3-1 parental cell cytotoxicity | Potency, µM (highest dose often 46.1 µM), for the others: at the highest dose activity change, negative = cytotoxic, hits mostly cytotoxic | KB-3-1 viability, CellTiter-Glo ATP luminescence, 72 h | 1.4% of 400,000 active; further: potency means the concentration at half of the fitted maximal effect; on the % scale 0 is the no-effect control and ±100 the full control effect; nearly all actives have a fitted effect of over 60% in size
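Screening of KB-3-1 cells (DMEM, 10% FBS, phenol-red free) ran from lowest to highest compound concentration; after 72 h at 37 °C viability was read luminescently and curves fitted.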
S2 tox – cell viability loss in ATXN counter-screen; 0.49% of 400,000 active; S2 cells (HEK-293 line with an ATXN2-luciferase reporter) viability, CellTiter-Fluor protease fluorescence, 24 h; AID 651635; Potency, µM (series often up to 56.7 µM), most hits filed as cytotoxic; further: potency means the concentration at half of the fitted maximal effect; nearly all actives have a fitted effect of over 40% in size
HT1080NT lethal – kills 2HG-producing HT-1080-NT fibrosarcoma cells. 1.6% of 360,000 active. HT-1080-NT fibrosarcoma viability, CellTiter-Glo ATP luminescence, 48 h. AID 686970. Potency, µM (highest dose often 46.1 µM), for the others: top-dose activity, negative = less viability, usual class: cytotoxic;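 further: NT is the 2HG producing partner of a matched IDH1 knockdown line; potency means the concentration at half of the fitted maximal effect; 0% = DMSO-treated cells and -100% = media-only wells without cells; nearly all actives have a fitted effect of over 55% in size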
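Luminescent CellTiter-Glo readout after 48 hours of compound exposure at 37 degrees C defined viability of HT-1080-NT cells. Activity was normalized to DMSO wells and cell-free media wells; concentration-response curves were fitted and assigned curve classes.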
MCF10A rerep – inducers of DNA re-replication in MCF 10A breast cells | AID 624296 | 2.9% of 350,000 active | Potency, µM (top dose mostly 46.1 µM), without a hit: at the highest dose activity, positive = re-replication, hits mostly activators | MCF 10A DNA re-replication, Hoechst nuclear intensity, 48 h; further: potency means the concentration at half of the fitted maximal effect; % of control where 0% means no effect; nearly all actives have a fitted effect of over 50% in size
HepG2 tox – HepG2 cytotoxicity, counter-screen for TGF-b inhibitors; AID 588856; 0.76% of 410,000 active; HepG2 CAGA-GFP viability, ATP luminescence, 18 h; Potency, µM (series often up to 46.1 µM), without a hit: top-dose activity change, negative = cytotoxicity, hits mostly cytotoxic; further: potency means the concentration at half of the fitted maximal effect; some results filed as inactive show a strong effect at the top dose
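HepG2 CAGA-GFP cells (1000/well, DMEM with 1% FBS) received compound, then TGF-beta at 500 pg/mL final, and were incubated 18 hours at 37 degrees C. Viability was read by CellTiter-Glo luminescence. Media-only wells were set as complete cell-killing and DMSO as no toxicity.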
ATXN2 expr inh – ATXN2 expression inhibition; HEK-293 ATXN2-luciferase reporter, luminescence, 24 h; Potency, µM (titrated, usually from 57 µM), for the others: at the top dose activity change, negative = inhibition, usual class: inhibitors; 0.72% of 360,000 active; AID 1745845; further: potency means the concentration at half of the fitted maximal effect; on the % scale 0 is the no-effect control and ±100 the full control effect; nearly all actives have a fitted effect of over 55% in size
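ATXN2-luciferase reporter cells (luciferase flanked by upstream and downstream ATXN2 gene portions) were treated 24 h at 37 °C with compounds at up to 57 uM. SteadyGlo luminescence gave expression; GF-AFC fluorescence gave viability.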
SW480 rerep – DNA re-replication induction in SW480 cells; SW480 DNA re-replication, Hoechst DNA content imaging, 48 h; Potency, µM (doses to about 46.1 µM), inactives show at the top dose re-replication activation, hits mostly activators; 1.8% of 340,000 active; AID 624297; further: potency means the concentration at half of the fitted maximal effect; % of control where 0% means no effect; nearly all actives have a fitted effect of over 55% in size
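250 cells/well; 23 nL cpd via pin tool; 48 hr, 37 C, 5% CO2; Hoechst 40 min; imager read of total nuclear intensity, ex 405/em 500-530 nm.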
IL1B secr inh – inhibitors of inflammasome signaling (IL-1 beta secretion); THP-1 LPS/ATP IL-1B secretion, AlphaLISA, 16 h; stronger effect = lower value; 4.7% of 360,000 active; activity change, % at 57.5 µM; in the data active means activity change below about -50%; inconclusive means mostly about -30% to -49%; further: on the % scale 0 is the no-effect control and ±100 the full control effect
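THP-1 cells pretreated 1 hr with compounds (up to 57.5 uM final), then stimulated with LPS (250 ng/mL final) plus ATP (1.25 mM final); secreted IL-1B measured by AlphaLISA after 16 hr, decreased signal indicating inhibition.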
Active calls of the source: *; i = inactive; ? = inconclusive; nt = no result given; & = joins results of further samples; [ ] = remark or other dose. Unless noted, the call rests on the fitted dose curve; in most records, active means well fitted curve in the direction sought with a large enough effect; inconclusive means small, poorly fitted or top-dose-only effect, or another doubt; inactive means no such curve, though single readings can be large; an effect the other way counts as inactive or inconclusive.

SMILES	HT1080 IDH1KD tx	KB-3-1 cytotox	S2 tox	HT1080NT lethal	MCF10A rerep	HepG2 tox	ATXN2 expr inh	SW480 rerep	IL1B secr inh
O=C(c1cccs1)N1CCN(c2cc(Cl)ccc2Cl)CC1	4%	-1%	i	-2%	?	-27%	-9%	-6%	-22
CCCCNc1nc(Oc2ccc(OCC)nn2)nc(N2CCOCC2)n1	nt	-6%	i	nt	nt	0%	36%	nt	nt
COc1cc2c(cc1OC)C(c1cc(OC)c(OC)cc1[N+](=O)[O-])N(C(C)=O)CC2 (stereo not given)	9%	1%	i	6%	nt	-8%	nt	nt	-19
Cc1cc(C)c(C)c(S(=O)(=O)N2CCSCC2)c1C	3%	-32%	i	-1%	7%	-23%	nt	-4%	-12
CCCc1cc(C(=O)Nc2cc(Cl)ccc2O)no1	-16%	7%	i	-9%	20%	-24%	59%[activator]	3%	-22
CCC(Cc1ccccc1)n1c(=S)[nH]c2ccccc2c1=O (stereo not given)	-29%	2%	i	-25%	?	8%	-21%	2%	6
CC(=O)c1c(N2CCN(C(=O)c3ccco3)CC2)nc(=S)n(-c2ccccc2)c1C	16%	-18%	i	6%	0%	-19%	2%	-2%	-4
COC(=O)CCC(=O)Nc1ccc(NC(C)=O)cc1	18%	13%	i	20%	-6%	2%	0%	-3%	16
O=C(NNC(=O)C1CCCN(S(=O)(=O)c2cccc(F)c2)C1)C1CC1 (stereo not given)	-25%	-2%	i	-3%	-4%	2%	-6%	-2%	-10
CC(=O)c1ccc(NC(=O)Nc2ccncc2)cc1	0%	-1%	i	8%	4%	-27%	20%	-20%	-6
O=c1cc2c(nn1Cc1ccccc1Cl)-c1ccccc1CC2	-18%	-3%	i	-24%	10%	-58%	2%	2%	8
COc1ccc(C2C(C(=O)N3CCC(C)CC3)c3ccccc3C(=O)N2C)cc1 (stereo not given)	7%	-6%	?	1%	7%	2%	?	-3%	22
CCN(CCO)c1ncnc2onc(-c3ccc(F)cc3)c12	0%	16%	i	-1%	-3%	9%	8%	-18%	8
C=CCNC(=O)c1ccc2c3n(nc2c1)-c1ccc(Cl)cc1CO3	-1%	?	?	0%	?	-31%	9%	10%	-25
CC1CCCCC1NC(=O)CNC(=O)c1cccs1 (stereo not given)	0%	-1%	i	-1%	-2%	-23%	12%	-3%	7
Cc1sc(-c2ccccn2)nc1OC(=O)c1ccc(F)cc1F	20%	-1%	nt	10%	-4%	3%	-22%	-3%	-76*
COC(=O)c1cc(NC(=O)c2ccc3c(c2)N(Cc2cccc(Cl)c2)C(=O)c2ccccc2S3=O)cc(C(=O)OC)c1 (stereo not given)	nt	1%	i	nt	nt	-2%	9%	nt	nt
Cc1ccc(S(=O)(=O)N2CCC(C(=O)NC3CCCC3)CC2)cc1Cl	0%	1%	i	-3%	-1%	-23%	-25%	-1%	-13
Nc1c(-c2ccccc2)c(CN2CCOCC2)nn1-c1ccccc1	-1%	-1%	i	12%	2%	6%	nt	?	-15
COc1ccc(-n2ncc3c2CC(C)(C)CC3NC(=O)c2c(C)cc(=O)oc2C)cc1 (stereo not given)	1%	29%	i	-2%	7%	4%	1%	-4%	-2

Record cards, as listed above:
COc1ccc(-n2ncc3c2CC(C)(C)CC3NC(=O)c2c(C)cc(=O)oc2C)cc1 (stereo not given) in the list: HT1080 IDH1KD tx = 1%; KB-3-1 cytotox = 29%; S2 tox = i; HT1080NT lethal = -2%; MCF10A rerep = 7%; HepG2 tox = 4%; ATXN2 expr inh = 1%; SW480 rerep = -4%; IL1B secr inh = -2
Nc1c(-c2ccccc2)c(CN2CCOCC2)nn1-c1ccccc1 in the list: HT1080 IDH1KD tx = -1%; KB-3-1 cytotox = -1%; S2 tox = i; HT1080NT lethal = 12%; MCF10A rerep = 2%; HepG2 tox = 6%; ATXN2 expr inh = nt; SW480 rerep = ?; IL1B secr inh = -15

Next section:
SMILES	HT1080 IDH1KD tx	KB-3-1 cytotox	S2 tox	HT1080NT lethal	MCF10A rerep	HepG2 tox	ATXN2 expr inh	SW480 rerep	IL1B secr inh
CCOC(=O)Cn1c(=O)oc2cc(S(=O)(=O)NCCc3ccc(OCC)c(OCC)c3)ccc21	-1%	13%	i	-4%	4%	-5%	-2%	-2%	40
O=C(Nc1cccc(C(F)(F)F)c1)/C(=C\c1ccco1)NC(=O)c1cccs1	1%	0%	?	5%	3%	-25%	-2%	4%	10
Cc1ccc(N(Cc2ccc(C(=O)NN=C3CCN(C)CC3)cc2)S(C)(=O)=O)cc1C	6%	-4%	i	4%	6%	3%	-16%	-3%	3
Cc1ccc(Cn2nnc3c(=O)[nH]c(C4CCN(S(=O)(=O)c5ccccc5F)CC4)nc32)cc1	?	5%	i	?	-7%	13%	?	22%	-61*
Cc1ccc(C)c(S(=O)(=O)N2CCN(C(=O)c3cnccn3)CC2)c1	3%	-2%	i	8%	-21%	3%	7%	0%	17
O=C(CSc1nnc(CNc2ccccc2)o1)c1ccc2c(c1)OCCO2	-4%[9.24 µM]	4%	i	-23%	-4%	-15%	46%[activator]	3%	-68*
COc1ccc(C(=O)NCCSc2ccccc2)cc1OC	-8%	-11%	i	4%	?	-12%	24%	11%	-2
Cc1ccc(OCCSCc2nnc(NC(=O)Nc3cccc(Cl)c3)s2)cc1	?	5.8µM*	?	?	?	-11%	0%	-2%	-4
COc1cc(C(=O)N/N=c2/sc3ccccc3n2C)cc(OC)c1OC	-5%	-22%	i	-17%	-1%	0%	15%	0%	7
CN(Cc1ccc(Cl)c(Cl)c1)C(c1cc2ccccc2o1)c1nnnn1C(C)(C)C (stereo not given)	?	?	?	-18%	nt	nt	1%	nt	0
CCCC1C2C(=O)N(c3ccc(OC)cc3)C(=O)C2ON1c1ccccc1 (stereo not given)	0%	1%	i	0%	1%	-21%	6%	-1%	-5
CC1CCN(S(=O)(=O)c2ccc(C(=O)NCc3ccco3)cc2)CC1	0%	-11%	i	-1%	0%	5%	-2%	-4%	-12
CCOc1ccc(S(=O)(=O)Nc2nc3ccccc3nc2Nc2ccc(OC)cc2)cc1	nt	-12%	i	nt	nt	-17%	17%	nt	nt
COC(=O)[C@@]12C[C@@H](CC(=O)NCCCN3CCCC3=O)C(=O)N(CCc3ccc(OC)c(OC)c3)C1=CCC(C)(C)C2	4%	8%	nt	-6%	nt	nt	nt	nt	-9
CCCc1[nH]nc2c1C1(CCN(C(=O)OCc3ccccc3)CC1)C(C#N)=C(N)O2	?	1%	i	5%	0%	5%	22%	?	-13
CC(C)CCc1noc(CN2CCC(CCN3CCCC3=O)CC2)n1	3%	-6%	i	4%	0%	2%	-7%	-12%	36
CCOc1ccc(S(=O)(=O)c2cn(Cc3ccc(C)cc3)c3ccc(OC)cc3c2=O)cc1	nt	-2%	i	nt	nt	-8%	12%	nt	nt
CCc1cc(=O)[nH]c(-n2[nH]c(-c3ccccc3)cc2=O)n1	0%	-15%	i	15%	3%	-24%	8%	-87%[inhibitor]	-6
CCCCn1c(SCC(=O)Nc2nnc(C(C)C)s2)nc2c1c(=O)n(C)c(=O)n2C	9%	?	i	9%	?	-32%	-17%	-8%	28
Cc1cc(C)c(S(=O)(=O)N2CCN(C(=O)c3cc4ccccc4o3)CC2)c(C)c1	-15%	19%	i	-2%	13%	-13%	-26%	24%	-6
CC1C(=O)C(C)C(c2ccc([N+](=O)[O-])cc2)NC1c1ccc([N+](=O)[O-])cc1 (stereo not given)	-18%	-6%	i	0%	?	-33%	-12%	-2%	-8
CCOC(=O)Cc1csc(NC(=O)c2sc3nc4c(C)cc(C)cc4cc3c2N)n1	?	-5%	?	?	?	-58%	?	12%	12
COc1ccc(OC)c2sc(NC(=O)c3ccc(S(=O)(=O)N(C)C)cc3)nc12	-25%	-6%	i	?	3%	-16%	-17%	0%	-1
Cc1ccc(-n2c(SCn3nnc4ccccc4c3=O)nnc2-c2cccnc2)c(C)c1	1%[9.24 µM]	9%	?	3%	-2%	-24%	3%	-2%	?
CCOC(=O)c1[nH]c(C)c(CCC(=O)NCc2cccc(Cl)c2)c1C	nt	2%	i	nt	nt	2%	-4%	nt	nt
CN(C)c1ccc(-c2ccnc3c2CC(C)(C(=O)NCC2CCOCC2)O3)cc1 (stereo not given)	-4%	-13%	i	-21%	nt	3%	19%	nt	0
O=C(NCCN1CCCCC1)c1ccco1	15%	1%	i	16%	-2%	2%	7%	-1%	4
C[C@@H]1CC[C@H](O)/C=C/C(=O)O[C@H](C)CC[C@H](O)/C=C/C(=O)O1	-14%	?	i	3%	3%	-28%	-12%	-2%	-4
CCn1ncc(CNC(=O)CCSc2nc(-c3ccco3)cc(C(F)(F)F)n2)c1C	-4%	-4%	i	-13%	9%	-19%	-7%	-4%[9.22 µM]	0
CCCNC(=O)CCC(NS(=O)(=O)c1ccc(C)cc1)C(=O)NCCC (stereo not given)	8%	2%	i	24%	-6%	1%	4%	2%	0
CCCN1C[C@H](CSC)C[C@@H]2c3cccc4[nH]cc(c34)C[C@H]21	-25%	0%	i	?	-5%	-33%	-14%&-11%	?	-17
Cc1ccccc1NC(=O)c1ccc(NC(=O)C2CC(=O)OC23CCCCC3)cc1 (stereo not given)	13%	?	?	0%	-17%	9%	-9%	2%	-8
Cc1cc(OC(=O)c2c(Cl)cc(Cl)cc2Cl)nc(C)n1	-16%	-12%	i	-14%	?	-20%	-7%	?	?
O=C(CSCc1ccc([N+](=O)[O-])cc1)NC1CC2CCC1C2 (stereo not given)	1%	-2%	i	0%	-2%	-6%	1%	-2%	3
CSc1nc(Sc2ccccc2Cl)c2ccccc2n1	?	?	i	?	23µM*	-5%	-2%	?	47
CC1=NN(C(=O)COc2ccc(C)c(C)c2)C(O)(c2ccc(Cl)cc2)C1 (stereo not given)	-23%	-6%	i	-22%	?	-76%	-10%	-5%	-15
O=C(CCC(=O)c1ccc(Oc2ccccc2)cc1)Nc1ccc(C(=O)O)cc1	-3%	-3%	i	-1%	-4%	-12%	nt	13%	-6
